AGP1-GFP MLPCN: yeast TOR pathway AGP1-GFP modulation. GFP response vs DMSO, % at 10 µM. S. cerevisiae AGP1-GFP multiplex flow cytometry, 3 h; GFP as percent of DMSO wells. actives 0.02% (n = 320,000);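 active = GFP response relative to DMSO above a set limit, near screen average plus 3 SD, cut at about 150% in these data; inconclusive = fewer than 70 cells counted for the yeast strain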;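 note: median GFP channel fluorescence of the gated AGP1 strain per well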
BCLXL inh: Bcl-xL (human) inhibition; Q07817; GST-Bcl-xL / FITC-Bim BH3 peptide fluorescence polarization; inhibition, % at 10.9 µM; actives 0.7% (n = 320,000); AID 2129;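 active = inhibition above the mean of all tested compounds plus 3 SD, cutoff set per campaign, cut at about 30% in these data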;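 note: 0% = DMSO wells and 100% = unlabeled Bim-BH3 peptide competitor; inhibitors lower millipolarization by displacing the labeled peptide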
VLA-4 inh: inhibition in a human VLA-4 binding assay. P13612. VLA-4 expressing cells, ligand binding flow cytometry. inhibition, % (about 7 µM as worked out from the volumes in the protocol). actives 0.2% (n = 330,000). AID 2557; in the data active = inhibition above about 50%
MEX-5 binding: C. elegans MEX-5 TCR-2 RNA binding activity | Q9XUB2 | actives 0.38% (n = 300,000) | MEX-5/FITC-TCR2 RNA binding, fluorescence polarization; hits give low values | AID 1832 | activity score (negative = inhibition of binding), % at 10 µM;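 active = inhibition past about -25% in most replicates, and total fluorescence under double the plate's negative control median, limit read from the data; inconclusive = replicates evenly split on the limit, or fluorescence at least double controls; inactive = too little inhibition in most replicates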;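 note: 0% = DMSO and -100% = 5 µM competing unlabeled TCR2 RNA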
GRK2 inh: inhibitors of human GRK2 displacing RNA aptamer. P25098. bead flow cytometry, FAM-aptamer displacement from GRK2. inhibition of aptamer binding, % at 10 µM. actives 0.59% (n = 330,000). AID 488847;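 active = inhibition of aptamer binding above 40%, roughly 3 SD of noise, on plates passing a quality check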;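 note: median bead fluorescence of bound FAM aptamer so fluorescent compounds give negative values; no value below 0 was filed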
Target sequence (P25098 whole entry, looked up): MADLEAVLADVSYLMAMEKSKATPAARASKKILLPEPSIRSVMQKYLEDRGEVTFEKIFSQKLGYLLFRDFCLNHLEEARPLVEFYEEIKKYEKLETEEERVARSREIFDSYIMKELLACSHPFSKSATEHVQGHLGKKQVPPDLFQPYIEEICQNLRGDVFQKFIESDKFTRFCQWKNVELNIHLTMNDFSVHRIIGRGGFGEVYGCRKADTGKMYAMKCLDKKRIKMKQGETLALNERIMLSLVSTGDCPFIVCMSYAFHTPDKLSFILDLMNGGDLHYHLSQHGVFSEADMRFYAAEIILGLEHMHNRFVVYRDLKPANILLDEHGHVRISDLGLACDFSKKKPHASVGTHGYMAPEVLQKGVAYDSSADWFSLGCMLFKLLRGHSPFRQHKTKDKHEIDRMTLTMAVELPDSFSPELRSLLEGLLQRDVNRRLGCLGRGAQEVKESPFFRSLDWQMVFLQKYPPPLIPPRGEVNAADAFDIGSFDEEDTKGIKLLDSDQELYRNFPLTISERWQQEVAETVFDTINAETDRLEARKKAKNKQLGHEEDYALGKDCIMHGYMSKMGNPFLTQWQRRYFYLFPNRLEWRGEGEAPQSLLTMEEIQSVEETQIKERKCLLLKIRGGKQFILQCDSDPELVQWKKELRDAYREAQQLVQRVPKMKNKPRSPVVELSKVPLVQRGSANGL
GLD-1 TGE inh: GLD-1-TGE RNA interaction inhibition (C. elegans); Q17339; purified GLD-1 + fluorescein TGE RNA, fluorescence polarization; inhibition, % at 5.96 µM; actives 0.44% (n = 320,000);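 active = percent inhibition above a per-plate cutoff, the plate mean of test compounds plus 3 SD, cut at about 30% in these data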;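 note: 0% = DMSO wells with GLD-1 and probe and 100% = wells lacking GLD-1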
CIT2-GFP yeast: yeast TOR pathway CIT2-GFP modulation. S. cerevisiae CIT2-GFP strain, flow cytometry, 3 h; 100 means same as DMSO wells. GFP response vs DMSO, % at 10 µM. actives 0.065% (n = 320,000);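 active = GFP response relative to DMSO above a set limit, near the screen mean plus 3 SD, cut at about 150% in these data; inconclusive = Fewer than 70 cells measured for a yeast strain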;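 note: ratio of well median GFP fluorescence to mean of DMSO wells on the plate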
Fam108B inh: Fam108B inhibition, counter-screen for RBBP9 inhibitors | recombinant Fam108B, FP-Rh probe fluorescence polarization | inhibition, % at 9.51 µM | actives 0.33% (n = 300,000) | AID 1947;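 active = inhibition above the screen mean inhibition plus 3 SD, computed separately per campaign, cut at about 18% in these data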;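 note: inhibitors lower polarization as less probe binds the enzyme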
MCL1 BIM primary: MCL1-BIM-BH3 interaction inhibition (human). actives 0.68% (n = 320,000). GST-MCL1 / FITC-Bim-BH3 fluorescence polarization. AID 2057. Q07820. inhibition, % at 10.9 µM;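 active = inhibition above the mean inhibition of all tested compounds plus 3 SD, set per campaign, cut at about 40% in these data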;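 note: 0% = DMSO wells and 100% = unlabeled Bim-BH3 peptide control; higher means more loss of mP so more displacement of Bim peptide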
Target sequence (Q07820 whole entry, looked up): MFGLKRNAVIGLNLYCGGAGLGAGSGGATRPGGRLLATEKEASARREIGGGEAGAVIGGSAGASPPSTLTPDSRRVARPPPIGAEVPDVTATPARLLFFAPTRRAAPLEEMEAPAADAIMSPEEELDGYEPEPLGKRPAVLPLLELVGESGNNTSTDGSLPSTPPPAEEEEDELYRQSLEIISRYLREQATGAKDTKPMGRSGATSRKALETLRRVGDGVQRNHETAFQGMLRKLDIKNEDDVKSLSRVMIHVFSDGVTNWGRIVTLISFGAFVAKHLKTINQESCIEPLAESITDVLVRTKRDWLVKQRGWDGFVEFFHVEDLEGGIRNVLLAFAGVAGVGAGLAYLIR
* hit, by the source's call; ? = inconclusive; nt = not tested or not shown; [ ] = dose if it differs, or a comment. Hits appear at their usual frequency, and some 2.2% of all compounds hit somewhere here.

SMILES	AGP1-GFP MLPCN	BCLXL inh	VLA-4 inh	MEX-5 binding	GRK2 inh	GLD-1 TGE inh	CIT2-GFP yeast	Fam108B inh	MCL1 BIM primary
O=C(CSc1nnc(-c2ccc(C(F)(F)F)cn2)s1)c1ccc(Cl)cc1	89	-1	16	-1.0	1	0	87	-3	5
COC(=O)CNC(=O)CCCCC(=O)NCC(=O)OC	96	7	1	-1.4	3	4	91	-4	9
COc1ccc(C)cc1NC(=O)CCN1CCN(c2ccccc2F)CC1	100	6	0	0.6	1	5	107	3	13
CCOC(=O)C(C)Sc1nc2c(cnn2-c2ccc(F)cc2)c(=O)[nH]1 (stereo unspecified)	102	6	9	0.5	0	6	103	-1	-2
O=C(/C=C/c1ccccc1[N+](=O)[O-])NCc1cccnc1	103	3	nt	-1.7	0	6	96	-3	2
N#C/C(=C\c1c(Oc2ccccc2Cl)nc2ccccn2c1=O)C(=O)NC1CCS(=O)(=O)C1 (stereo unspecified)	82	10	5	-2.5	0	0	98	0	6
CN1OC(COC(=O)c2ccc(Cl)cc2Cl)CC1c1ccccc1 (stereo unspecified)	97	0	3	-1.0	3	-1	95	1	2
CCN1C(=O)/C(=C\N(C)C)NC1=S	103	3	1	?	4	4	110	-2	2
C[n+]1cccc(/C=N/NC(=O)CC23CC4CC(CC(C4)C2)C3)c1	100	-9	-8	0.1	0	-6	103	1	-20
COCCc1nc2ccc(C(=O)N(C)Cc3cccc(-n4nc(C)cc4C)c3)cc2o1	101	nt	13	-1.2	0	nt	114	nt	nt
COc1ccccc1NC(=O)CSc1nnc(NC(=O)C2CC2)s1	99	-1	-2	-1.7	1	-10	101	1	-3
COc1ccc(OC)c(N2C(=O)CC(Cc3ccc(C)cc3)C2=O)c1 (stereo unspecified)	nt	-1	12	0.6	1	-2	91	-1	1
c1coc(CNc2ncnc3[nH]ncc23)c1	103	-3	15	0.0	1	-5	98	3	3
Cc1cc(OCCSc2nnc(-c3cccs3)n2C)ccc1Cl	107	-3	0	0.4	0	-8	97	0	-1
CC1(C)CC(=O)c2cc(OCC(=O)NCCCN3CCN(c4ccccc4F)CC3)ccc2O1	98	-2	1	-1.6	0	-2	100	0	3
CN(CCO)S(=O)(=O)c1ccc2c(c1)C(=NO)c1cc(S(=O)(=O)N(C)CCO)ccc1-2	101	4	44	nt	0	-2	97	-31	4
Cc1ccc(-c2cc(N)n[nH]2)cc1	98	4	9	1.5	1	6	104	-4	4
C=CCOC(=O)Nc1c(C(=O)OC)[nH]c2ccc(Cl)cc12	100	7	7	-1.0	1	1	97	8	3
COc1ccccc1OCCNC(=O)CCS(=O)(=O)c1ccccc1	95	nt	-1	nt	0	2	92	nt	nt
Cc1[nH]nc(-c2ccc(O)c(C)c2O)c1Oc1ccccc1	101	0	7	-2.8	3	8	99	5	-4
O=C(C(=O)N1CCN(C(=O)c2ccco2)CC1)c1c[nH]c2ccccc12	100	6	7	-1.4	2	-1	97	2	9
FC(F)(F)c1cc(Cl)c2nc(-c3ccccc3)cn2c1	102	0	2	-1.9	1	1	112	-3	-2
O=C(N/N=C/c1ccc(Cl)cc1)c1sccc1OCc1ccc(F)cc1	101	2	-2	2.0	0	3	100	-13	1
O=C1COc2ccc(C(=O)CSc3nnc(Cc4cccs4)n3-c3ccccc3)cc2N1	109	2	6	1.4	1	8	108	-6	5
COc1ccc(C(=O)OCC(=O)N(C)C2CCS(=O)(=O)C2)cc1S(=O)(=O)N1CCCc2ccccc21 (stereo unspecified)	100	6	25	-3.0	2	11	105	0	-3
CCC1CCCCN1C1Sc2ccc(C(=O)OC)cc2NC1=O (stereo unspecified)	89	-5	-23	-2.2	0	5	97	-1	-11
CCCCNC(=O)CCn1c(=S)[nH]c2cc3c(cc2c1=O)OCO3	102	1	15	-0.4	4	-2	101	-3	5
O=c1[nH]c2ccc(S(=O)(=O)N3CCCC3)cc2[nH]1	101	8	12	-3.6	1	1	102	6	5
C/C(=N/NC(=O)CNC(=O)c1cccs1)c1ccco1	131	5	-1	-0.1	1	1	118	0	-7
CC(=O)N1N=C(c2ccc(C)cc2)OC1c1ccc(C(C)C)cc1 (stereo unspecified)	102	5	-8	1.3	0	-2	102	2	4
Cc1cccc(C(C)C)c1NC(=O)c1ccc(OCC2CCCO2)cc1 (stereo unspecified)	97	nt	6	nt	0	1	91	nt	nt
Cc1ccc(O)c(NC(=O)c2cccc(S(=O)(=O)N3CCCCC3)c2)c1	95	-3	-88	0.3	0	1	86	8	-5
O=C1NCCSC1c1ccccc1 (stereo unspecified)	104	0	5	nt	0	1	99	-3	3
COCCn1nnnc1C(c1ccccc1OC)N1CCN(c2ccccc2F)CC1 (stereo unspecified)	111	6	-1	-5.2	0	-1	112	5	5
COc1ccc(C2C(C#N)=C(N)Oc3n[nH]c(C)c32)cc1CSc1ccccn1 (stereo unspecified)	104	13	-2	0.0	0	-8	105	0	10
Cc1cc(N2CCCC2)nc2ccccc12	98	3	1	-1.8	0	0	100	1	3
Cc1ccc(S(=O)(=O)n2nc(C)c(S(=O)(=O)N3CCOCC3)c2C)cc1	105	0	-16	-0.2	0	3	107	-1	6
CCCCOP(=O)(c1ccc(N(C)C)cc1)C(O)c1cccnc1 (stereo unspecified)	105	5	1	0.8	0	2	103	3	5
CCOC(=O)c1c(NC(=O)COC(=O)c2ccc(Cl)nc2)sc(C(=O)N(C)C)c1C	102	2	10	-4.7	1	-4	100	1	-5
Cc1cccc(C)c1N1CCN(c2nc(N(C)C)oc(=O)c2C#N)CC1	104	1	10	-0.1	0	3	119	-2	-1
CCOc1ccccc1N1CCN(CC(=O)c2c(N)n(C)c(=O)n(C)c2=O)CC1	103	-4	7	1.0	0	-2	94	-1	-11
Cc1cnc(C(=O)Nc2ccc(S(=O)(=O)NCC(C)C)cc2)cn1	100	2	13	-1.1	0	2	83	-2	5
COC(=O)c1sccc1NC(=O)c1c(-c2ccccc2)noc1C	91	0	4	1.4	0	4	97	0	2
CCC(c1nnc(SCC(=O)N2CC3(C)CC2CC(C)(C)C3)o1)N(C)C (stereo unspecified)	98	-2	-1	2.6	0	-2	86	8	-1
O=C(c1ccc2ccccc2c1)C1CCCN(C(=O)CN2C(=O)CSC2=O)C1 (stereo unspecified)	103	7	-7	0.9	1	3	101	2	6
CC(=O)n1c2ccccc2c2c1c1ccccc1n2C	98	8	-1	1.3	1	0	104	-2	3
OCCCCCNc1ncnc2ccccc12	110	2	19	1.4	0	-2	92	-2	4
Cc1c(NC(=O)C(C)OC(=O)c2ccc(Br)o2)c(=O)n(-c2ccccc2)n1C (stereo unspecified)	121	3	2	-1.1	1	3	120	0	5
COc1cc(NC(=O)c2ccc(C)c([N+](=O)[O-])c2)ccc1NC(=O)c1ccco1	106	1	0	-0.9	1	0	110	-2	-4
COc1ccc(S(=O)(=O)Cc2ccc(C(=O)NCc3ccco3)o2)cc1	102	1	15	1.4	1	-3	98	0	1
Cc1cc(NC(=O)CNC(=O)C2CCCCC2)no1	91	4	8	nt	0	5	nt	-1	34
Fc1ccccc1Nc1ncnc2c1nnn2Cc1ccccc1	94	2	-10	-2.8	1	-4	90	-4	3
COc1ccccc1CNC(=O)C1CCCN(c2cnccn2)C1 (stereo unspecified)	100	0	4	-0.4	1	-5	103	3	2
COc1ccc(-c2cc(-c3ccccc3)n[nH]2)c(O)c1	96	4	18	1.5	1	2	91	8	4
Cc1ccc(C)c(NC(=O)C2CCCN(S(=O)(=O)c3c(C)noc3/C=C/N(C)C)C2)c1 (stereo unspecified)	102	-20	6	5.6	0	-29	107	2	-26
Cc1noc2ncc(C(=O)c3cc(F)ccc3O)cc12	92	3	-3	-3.5	1	0	106	8	4
CCCCN1C(=S)SC(C)(C)C1/[N+]([O-])=C/c1ccc(S(=O)(=O)NC)cc1 (stereo unspecified)	105	4	-2	2.0	4	1	100	6	9
O=C(CSc1ncn[nH]1)N1N=C(c2ccc(Cl)cc2)CC1c1ccco1 (stereo unspecified)	110	1	31	3.8	0	-3	102	-3	3
CSc1nc(Oc2ccc(=O)[nH]n2)nc(N(C)C)n1	96	5	-10	0.2	0	3	97	-2	3
CN=C1SC(CC(=O)Nc2c(C)cccc2C)C(=O)N1/N=C/c1cccs1 (stereo unspecified)	96	3	9	-1.2	0	4	101	-4	5
More records:
SMILES	AGP1-GFP MLPCN	BCLXL inh	VLA-4 inh	MEX-5 binding	GRK2 inh	GLD-1 TGE inh	CIT2-GFP yeast	Fam108B inh	MCL1 BIM primary
O=C(CN1C(=O)NC2(CCCCCC2)C1=O)c1ccc(OC(F)F)cc1OC(F)F	109	5	9	-0.1	0	6	96	2	4
COC(=O)c1[nH]c2ccccc2c1NC(=O)C(C)N1CCN(C(=O)c2ccco2)CC1 (stereo unspecified)	99	-10	16	-1.2	1	7	99	-4	5
N/C(=N\OC(=O)c1cccc2ccccc12)c1ccncc1	100	4	17	-1.3	0	2	104	-2	5
CC(=O)Nc1cccc(/C(C)=N/NS(=O)(=O)c2ccccc2)c1	102	6	2	-0.6	0	-9	97	0	5
CCC(=O)N1CCN(c2ccc(NC(=O)c3ccc(C#N)cc3F)cc2Cl)CC1	99	8	-2	0.1	0	3	104	1	0
CC1=C(C(=O)O)N2C(=O)C(NC(=O)c3ccc(F)cc3)C2SC1 (stereo unspecified)	98	6	-9	nt	3	2	95	nt	5
Cc1cccc(N2CCN(C(=O)c3cccc(N4C(=O)C5C6C=CC(C6)C5C4=O)c3)CC2)c1C (stereo unspecified)	94	4	4	-2.0	1	-3	106	-2	4
Cc1ccc(N/C=C/C(=O)c2ccco2)c(O)c1	23[may fluoresce violet]	-2	7	1.1	2	-9	?	6	1
COc1ccc(-c2cc(C(F)(F)F)n3nc(C(=O)Nc4cc(C)on4)cc3n2)cc1OC	101	1	10	-0.7	2	11	98	-2	-6
O=C(NC1CCCCC1)c1cccc(OCc2ccccc2)c1	99	3	1	1.5	2	10	99	5	2
CC(C)(C)n1nc2c(c1NC(=O)c1cc(Cl)ccc1[N+](=O)[O-])CS(=O)(=O)C2	101	-4	11	0.5	0	3	97	5	-4
COCCNC(=S)N1CCN(c2nc3ccccc3s2)CC1	99	5	-19	0.3	9	2	111	6	7
Oc1ccc(Cl)cc1CNCc1ccc(C(F)(F)F)cc1	106	0	37	nt	1	4	103	0	1
COc1cc(CCC(=O)OCC(=O)Nc2ccc(F)c(F)c2)cc(OC)c1OC	91	1	0	-2.1	1	4	94	1	-1
O=C(COC(=O)/C=C/c1cccc(C(F)(F)F)c1)NCc1ccc(F)cc1	96	1	5	-1.3	2	3	97	-1	-5
CC(C)CCN(CCC(C)C)C/C(O)=C(\C#N)c1nc(-c2ccccc2)cs1	97	0	-12	1.7	0	-1	103	0	4
Nc1nonc1-n1nnc(C(=O)O)c1-c1cccs1	104	9	-26	2.1	4	-2	105	-3	2
CN(C(=O)c1ccncc1)c1nnc(-c2cccnc2)s1	101	10	-8	-3.3	1	3	98	1	3
